Screening data (PubChem BioAssay)
TRPC4 inh: inhibitors of mouse TRPC4 channel, primary screen, Fluo4 calcium, HEK293 TRPC4beta/mu-opioid cells | DAMGO-evoked Fluo4 calcium flux; hits give low values | B-score at 10 µM | hit rate 0.39% among 300,000 | AID 2247, 2010;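 active = B-score over 3 SD under the library average, no early fluorescence shift, positive overall ratio signal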
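Assay system – HEK293 line stably carrying TRPC4beta and mu-opioid receptor · Doses – single dose · Detection – Fluo4 calcium-dye fluorescence, kinetic read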
MrgX1 antagonist: antagonists of human MrgX1 receptor, primary screen, HEK293 cells, Fluo-4 calcium flux. B-score at 10 µM. Mas-related G-protein coupled receptor member X1 (Homo sapiens), Q96LB2. AID 588676, 2011. hit rate 1.3% among 310,000. BAM8-22 antagonism; hits give low values;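 active = calcium-response B-score plate-corrected more than 3 library SD below zero, starting fluorescence within 5 deviations, no agonist response on first addition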;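 note: peak minus trough fluorescence over baseline after final BAM8-22 challenge near maximal dose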
ANO1 block: TMEM16A chloride channel inhibitors, primary screen, cell-based, HTS. Anoctamin-1 (Mus musculus), Q8BHY3. HEK293 TMEM16A/YFP iodide influx fluorescence, ionomycin. normalized B-score (activity score, 25-100; higher = stronger inhibition) at 10 µM. hit rate 1.2% among 310,000. AID 588511, 2011;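 active = ratio plate-corrected score three or more library SD toward inhibition, starting fluorescence score within five deviations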;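 note: score derived from kinetic fluorescence span divided by baseline fluorescence per well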
ANO1 activ: TMEM16A chloride channel activators or potentiators, primary screen, cell-based, HTS; B-score at 10 µM; HEK293 TMEM16A/YFP-H148Q/I152L, iodide quench fluorescence; hits give low values; AID 623877, 2012; hit rate 0.3% among 340,000;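 active = fluorescence-ratio B-score plate-corrected deviation score at least 3 library SD below zero, with starting fluorescence score within 5 deviations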;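 note: channel opened by trigger with iodide after compound preincubation; score built on the fluorescence ratio of max minus min over baseline; more negative score means more quench and so TMEM16A activation or potentiation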
TRPC6 act: mouse TRPC6 channel activators, primary screen, cell-based, HEK293, membrane potential dye | hit rate 0.13% among 310,000 | HEK293-TRPC6 membrane potential dye fluorescence; hits give high values | B-score at 10 µM | AID 2550, 2010;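 active = B-score of the integrated fluorescence ratio above library mean plus 3 SD, and starting fluorescence ratio within library mean plus 5 SD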;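 note: higher score means more depolarization so channel activation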
Target sequence (Q61143 whole entry, looked up): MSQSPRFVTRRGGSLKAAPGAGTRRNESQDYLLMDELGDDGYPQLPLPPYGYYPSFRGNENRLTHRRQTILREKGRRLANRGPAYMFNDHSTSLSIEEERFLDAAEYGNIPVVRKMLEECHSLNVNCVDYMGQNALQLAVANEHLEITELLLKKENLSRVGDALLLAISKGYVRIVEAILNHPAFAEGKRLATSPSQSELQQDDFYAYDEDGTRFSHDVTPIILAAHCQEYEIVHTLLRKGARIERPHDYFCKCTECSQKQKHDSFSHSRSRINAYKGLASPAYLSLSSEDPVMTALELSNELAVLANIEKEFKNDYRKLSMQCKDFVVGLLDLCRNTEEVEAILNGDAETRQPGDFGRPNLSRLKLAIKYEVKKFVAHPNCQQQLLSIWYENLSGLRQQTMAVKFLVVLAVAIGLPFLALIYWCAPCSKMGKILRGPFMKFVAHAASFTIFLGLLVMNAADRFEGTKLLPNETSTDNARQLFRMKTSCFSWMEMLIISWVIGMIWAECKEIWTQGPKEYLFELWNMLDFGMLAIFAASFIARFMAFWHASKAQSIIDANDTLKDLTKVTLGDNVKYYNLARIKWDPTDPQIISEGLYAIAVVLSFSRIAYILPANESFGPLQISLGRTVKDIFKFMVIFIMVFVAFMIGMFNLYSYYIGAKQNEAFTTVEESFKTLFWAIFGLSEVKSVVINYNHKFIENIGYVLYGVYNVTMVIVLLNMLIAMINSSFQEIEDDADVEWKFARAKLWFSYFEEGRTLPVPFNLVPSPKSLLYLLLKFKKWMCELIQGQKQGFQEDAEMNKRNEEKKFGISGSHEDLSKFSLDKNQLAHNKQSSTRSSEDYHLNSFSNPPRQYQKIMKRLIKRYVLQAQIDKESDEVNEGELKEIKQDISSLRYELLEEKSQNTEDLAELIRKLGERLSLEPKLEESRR
MrgX1 PAM: positive allosteric modulators of MrgX1, primary screen, HEK293 cells, Fluo-4 calcium flux | FDSS; hits give high values | B-score at 10 µM | hit rate 0.63% among 310,000;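 active = plate-corrected calcium response at least 3 library SD above typical, normal starting fluorescence, not activating the receptor alone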;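 note: compound read alongside a low EC10 to EC30 dose of BAM8-22 agonist; peak minus trough fluorescence over baseline measured at the second addition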
TRPC4 potent: positive allosteric modulators of TRPC4, primary screen, cell-based, mouse TRPC4beta, HEK293 mu-opioid, Fluo-4 calcium. DAMGO EC20, Fluo-4 Ca2+ flux; hits give high values. B-score at 10 µM. hit rate 0.42% among 310,000. AID 2227, 2009;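 active = B-score of calcium response area above 5 SD of library B-scores, with initial fluorescence ratio within 5 SD of library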;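 note: B-score of integrated fluorescence ratio over time as area under calcium response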
TRPC6 inhibitor: mouse TRPC6 channel inhibitors, primary screen, cell-based, HEK293, membrane potential dye. hit rate 1.1% among 310,000. B-score at 10 µM. AID 2553, 2010. ACh-evoked depolarization; hits give low values;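 active = B-score under library mean minus 3 SD, initial fluorescence not abnormally high, positive integrated signal ratio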;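 note: B-score derived from integrated fluorescence ratio over the kinetic read; more negative B-score means stronger inhibition of depolarization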
MrgX1 ag: agonists of human MrgX1 receptor, primary screen, HEK293 cells, Fluo-4 calcium flux. Mas-related G-protein coupled receptor member X1 (Homo sapiens), Q96LB2. Fluo-4 calcium fluorescence, agonist mode; hits give high values. B-score at 10 µM. hit rate 0.44% among 310,000. AID 588627, 2011;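 active = calcium response B-score plate-corrected fluorescence ratio at least 3 library SD, with starting fluorescence B-score inside 5 SD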
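Material – MrgX1-expressing HEK293 cells · Input – 15,000 cells seeded per well · Dosing – compound as first of three additions · Times – overnight seeding, then 1 h dark dye loading · Measured by – kinetic Fluo-4 NW fluorescence of intracellular calcium · Read-out – B-scored fluorescence response ratio · Benchmarks – positive and negative control wells on each plate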
RGS4 inh: RGS4 inhibitors, primary screen, cell-based, HEK293 M3R inducible RGS4, calcium flux. B-score at 10 µM. hit rate 0.45% among 310,000. Fluo-4 calcium flux; hits give high values; triggered by carbachol at its EC20. Regulator of G-protein signaling 4 (Homo sapiens), P49798;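 active = B-score, a plate-corrected calcium signal, over three deviations above library mean, with baseline fluorescence within five deviations of library mean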;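 note: RGS4 expression induced by doxycycline in cells with stable M3 receptor; B-score is computed from the integrated fluorescence ratio over baseline after carbachol; higher B-score means a larger calcium signal and so more RGS4 inhibition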
Target sequence (P49798 whole entry, looked up): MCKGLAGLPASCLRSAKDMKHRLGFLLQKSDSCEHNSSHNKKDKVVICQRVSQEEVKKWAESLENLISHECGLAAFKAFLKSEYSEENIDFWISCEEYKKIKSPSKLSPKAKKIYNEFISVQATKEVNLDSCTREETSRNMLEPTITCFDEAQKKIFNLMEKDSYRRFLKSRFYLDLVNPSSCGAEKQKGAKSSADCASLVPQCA
TRPC4 agonist: activators of mouse TRPC4 channel, primary screen, Fluo4 calcium, HEK293 TRPC4beta/mu-opioid cells. Fluo4 calcium fluorescence; hits give high values. B-score at 10 µM. hit rate 0.49% among 310,000;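 active = B-score above 5 SD of library B-scores, and initial fluorescence ratio not above library mean plus 5 SD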;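 note: positive B-score marks a calcium rise read as TRPC4 activation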
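Technique: kinetic Fluo4 calcium fluorescence; Test system: TRPC4beta and mu-opioid receptor HEK293 stable cells; Measure: B-scored integrated calcium fluorescence ratio; Benchmarks: low control buffer alone, high control maximal DAMGO; Schedule: 45 min room-temperature Fluo4 loading, 110 s read.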
Numbers without * were called inactive; i = inactive; nt = no result given.

SMILES | TRPC4 inh | MrgX1 antagonist | ANO1 block | ANO1 activ | TRPC6 act | MrgX1 PAM | TRPC4 potent | TRPC6 inhibitor | MrgX1 ag | RGS4 inh | TRPC4 agonist
COc1ccc(Nc2ccc([N+](=O)[O-])c3nonc23)c(OC)c1 | i | i | i | i | i | i | i | i | i | i | i
O=C(CSc1ccc(F)cc1)NCC1(N2CCOCC2)CCCCC1 | i | i | i | i | i | i | i | i | i | i | i
COc1cc2[nH]cc(C(=O)NCc3cccs3)c(=O)c2cc1OC | i | i | i | i | i | i | i | i | i | i | i
NC(=O)/C(=C/c1cccnc1)NC(=O)c1ccccc1 | i | i | i | i | i | i | i | i | i | i | i
CC(=O)Nc1ccc(NC(=O)CSc2ncc(C(=O)Nc3ccccc3)c(=O)n2C)cc1 | i | i | i | i | i | i | i | i | i | i | i
CCc1ccc(NC(=O)Cn2ccn(-c3cccc(Cl)c3)c(=O)c2=O)cc1 | i | i | i | i | i | i | i | i | i | i | i
CCCCOc1ccc(C(=O)Nc2ccc(N3CCN(C(=O)C(C)C)CC3)cc2)cc1 | i | i | i | i | i | i | i | i | i | i | i
CC1CCCCN1C(=O)Cn1c(=O)oc2cc(S(=O)(=O)N3CCCCC3)ccc21 (configuration not stated) | i | i | i | i | i | i | i | i | i | i | i
COC(=O)c1cccc(S(=O)(=O)N2CCOCC2)c1 | i | i | i | i | i | i | i | i | i | i | i
COCC(=O)N1CCCN(c2nc3c(C)cccc3cc2C#N)CC1 | i | i | i | i | i | i | i | i | i | i | i
Cc1cc(C(F)(F)F)n2ncc(-c3ccc(F)cc3)c2n1 | i | i | i | i | i | i | i | i | i | i | i
[N-]=[N+]=NC(c1ccccc1)c1nc2ccccc2[nH]c1=O (configuration not stated) | i | i | i | i | i | i | i | i | i | i | i
CC(C)(C)CC(C)(C)NC(=S)Nc1ccc2nc(-c3ccccn3)c(-c3ccccn3)nc2c1 | i | i | i | i | i | i | i | i | i | i | i
COc1ccc(NC(=S)NCc2cccs2)cc1 | i | i | i | i | i | i | i | i | i | i | i
CC(C)CC(=O)Nc1ncnc2c1C(=O)CC(C)(C)C2 | i | i | i | i | i | i | i | i | i | i | i
CC(C)CNS(=O)(=O)c1ccc(OCC(=O)NCc2ccco2)cc1 | i | i | i | i | i | i | i | i | i | i | i
COc1ccc2nc(NC(=O)c3cc(S(=O)(=O)N4CCOCC4)ccc3C)sc2c1 | i | i | i | i | i | i | i | i | i | i | i
CC(=O)Nc1ccc(C2CC(c3ccc(Cl)cc3)=NN2c2ccccc2)cc1 (configuration not stated) | i | i | i | i | i | i | i | i | i | i | i
O=C(Nc1ccccc1)c1ccccc1O | i | i | i | i | i | i | i | i | i | i | i
Cc1ccc(C(=O)NCC(=O)NNC(=O)CN(C)S(=O)(=O)c2ccc(Cl)cc2)s1 | i | i | i | i | i | i | i | i | i | i | i
CCOC(=O)c1cc(CC)sc1NC(=O)CN1CCN(C(=O)c2ccco2)CC1 | i | i | i | i | i | i | i | i | i | i | i
Cn1c(N)c(C(=O)COC(=O)c2ccc3c(c2)C(=O)N(c2ccc(Cl)cc2)C3=O)c(=O)n(C)c1=O | i | i | i | i | i | i | i | i | i | i | i
O=C(/C=C/Nc1ccccc1)c1cnc(-c2ccccc2)s1 | i | i | i | i | i | i | i | i | i | i | i
O=C(CSc1nnc(NC(=O)c2ccco2)s1)Nc1cccc(F)c1 | i | i | i | i | i | i | i | i | i | i | i
Cc1oc(-c2ccccc2F)nc1CN1CCC(C(=O)NC2CC2)CC1 | i | i | i | i | i | i | i | i | i | i | i
Cc1cccc(NC(=O)NC2CCCc3ccccc32)c1 (configuration not stated) | i | i | i | i | i | i | i | i | i | i | i
CCOC(=O)c1c(C)[nH]c(C(=O)COC(=O)c2ccncc2)c1C | i | i | i | i | i | i | i | i | i | i | i
O=C(c1ccc(F)cc1)C1CCN(C(=O)Nc2ccccc2Cl)CC1 | i | i | i | i | i | i | i | i | i | i | i
CC(C)(C)C(=O)O/N=C(\N)c1ccc(Br)cc1 | i | i | i | i | i | i | i | i | i | i | i
CCCn1c(SCC(=O)NC2CCCCC2)nnc1-c1cccnc1 | i | i | i | i | i | i | i | i | i | i | i

Three structures already listed, arranged by heavy-atom count, highest first.
SMILES | TRPC4 inh | MrgX1 antagonist | ANO1 block | ANO1 activ | TRPC6 act | MrgX1 PAM | TRPC4 potent | TRPC6 inhibitor | MrgX1 ag | RGS4 inh | TRPC4 agonist
CC(C)CNS(=O)(=O)c1ccc(OCC(=O)NCc2ccco2)cc1 | i | i | i | i | i | i | i | i | i | i | i
O=C(/C=C/Nc1ccccc1)c1cnc(-c2ccccc2)s1 | i | i | i | i | i | i | i | i | i | i | i
CC(C)(C)C(=O)O/N=C(\N)c1ccc(Br)cc1 | i | i | i | i | i | i | i | i | i | i | i

New compounds follow.
SMILES | TRPC4 inh | MrgX1 antagonist | ANO1 block | ANO1 activ | TRPC6 act | MrgX1 PAM | TRPC4 potent | TRPC6 inhibitor | MrgX1 ag | RGS4 inh | TRPC4 agonist
O=C(N/N=C/c1ccc(N2CCOCC2)cc1)c1ccccc1NS(=O)(=O)c1cccs1 | i | i | i | i | i | i | i | i | i | i | i
COc1ccc(OCc2nc(N)nc(Nc3ccccc3)n2)cc1 | i | i | i | i | i | i | i | i | i | i | i
COC(=O)[C@H](CC(C)C)NC(=O)CCc1nnc(COc2ccccc2)o1 | i | i | i | i | i | i | i | i | i | i | i
Cc1ccccc1CN(C)C(C)C(=O)NCc1ccccc1 (configuration not stated) | i | i | i | i | i | i | i | i | i | i | i
Cc1ccc(NC(=O)COc2ncnc3ccccc23)cc1S(=O)(=O)N1CCOCC1 | i | i | i | i | i | i | i | i | i | i | i
COc1ccccc1NC(=O)c1sc2ncn(CC(=O)Nc3ccccc3)c(=O)c2c1C | i | i | i | i | i | i | i | i | i | i | i
CCCSc1nc2sc3c(c2c(=O)[nH]1)CC(C)CC3 (configuration not stated) | i | i | i | i | i | i | i | i | i | i | i
CCNC(=S)Nc1cc2oc3ccccc3c2cc1OC | i | i | i | i | i | i | i | i | i | i | i
O=C(c1cccc(Br)c1)N1CCN(S(=O)(=O)N2CCCCC2)CC1 | i | i | i | i | i | i | i | i | i | i | i
CC(=O)N1c2ccc(S(=O)(=O)N3CCCC(C(=O)NC4CCCC(C)C4C)C3)cc2CC1C (configuration not stated) | i | i | i | i | i | i | i | i | i | i | i
O=C(CSc1ncnc2ccccc12)NCCCO | i | i | i | i | i | i | i | i | i | i | i
CN1CCN(C(c2ccc(Cl)cc2)c2cc(Cl)c3cccnc3c2O)CC1 (configuration not stated) | i | i | i | i | i | i | i | i | i | i | i
CCc1cc(=O)oc2cc(C)cc(OCc3nn[nH]n3)c12 | i | i | i | i | i | i | i | i | i | i | i
CCOC(=O)c1ccc(CC2SC(N)=NC2=O)cc1 (configuration not stated) | i | i | i | i | i | i | i | i | i | i | i
C/C(CC(=O)Nc1ccccc1C(F)(F)F)=N\NC(=O)c1cnccn1 | i | i | i | i | i | i | i | i | i | i | i
COc1ccc(/C=N/NC(=O)C(=O)/C=C2\NC3(CCCC3)Cc3ccccc32)cc1 | i | i | i | i | i | i | i | i | i | i | i
Cc1ccc(NC(=O)CCC(=O)N2CCOCC2)nc1 | i | i | i | i | i | i | i | i | i | i | i
COc1ccccc1/C=C/C(=O)Nc1nc(N)n(-c2ccccc2)n1 | i | i | i | i | i | i | i | i | i | i | i
Cc1cccc2c(SCC(=O)NCC3CCCO3)nc(-c3ccc(F)cc3)nc12 (configuration not stated) | i | i | i | i | i | i | i | i | i | i | i
COc1cc(OC)cc(C(=O)N[C@H](C(=O)Nc2nc(-c3ccc(OC)c(OC)c3)cs2)C(C)C)c1 | i | i | i | i | i | i | i | i | i | i | i
CCC(CC)CN1CCN=C1Nc1ccccc1 | nt | i | i | i | nt | i | nt | nt | i | nt | nt
Cc1cc(N/C=C\c2nnnn2-c2ccccc2)no1 | i | i | i | i | i | i | i | i | i | i | i
O=C1CC(c2ccccc2)c2cccc(F)c21 (configuration not stated) | i | i | i | i | i | i | i | i | i | i | i
CC(C(=O)NCCN1C(=O)S/C(=C\c2cccs2)C1=O)N1C(=O)c2ccccc2C1=O (configuration not stated) | i | i | i | i | i | i | i | i | i | i | i
Cc1ccc(NC(=O)C2CC(O)CN2C(=O)Oc2ccccc2)c(C)c1 (configuration not stated) | i | i | i | i | i | i | i | i | i | i | i
O=C(CSc1nnc2scc(-c3ccccc3)n12)NCc1ccc2c(c1)OCO2 | i | i | i | i | i | i | i | i | i | i | i
CC(C)C(OC(=O)c1cccs1)C(=O)NCc1ccc2c(c1)OCO2 (configuration not stated) | i | i | i | i | i | i | i | i | i | i | i
Cc1ccc2c(NC(=S)NC(=O)c3ccccc3)cccc2n1 | i | i | i | i | i | i | i | i | i | i | i
CCOC(=O)CSc1nc(C)cc2c1C(=O)OC2 | i | i | i | i | i | i | i | i | i | i | i
Cc1c(C=O)c2ccccc2n1CC(=O)O | i | i | i | i | i | i | i | i | i | i | i
Cc1ccc(-c2cc(=O)c3cc(Cl)ccc3[nH]2)cc1 | i | i | i | nt | i | i | i | i | i | i | i
Cc1ccc(-n2c(-c3ccc(Cl)cc3)c[n+]3c2CCC3)cc1 | i | i | i | i | i | i | i | -5.23* | i | i | i
Fc1cccc(Cl)c1Cn1nnc(-c2ccc3c(c2)OCO3)n1 | i | i | i | i | i | i | i | i | i | i | i
Oc1ccc(Cl)cc1CNCc1cccc2ccccc12 | nt | i | i | i | nt | i | nt | nt | i | nt | nt
C=CC#CC[N+]1(CC#Cc2ccccc2)CCOCC1 | i | nt | nt | i | i | nt | i | i | nt | i | i
Cc1onc(-c2ccccc2)c1NC(=O)N(CCC#N)Cc1ccccc1 | i | i | i | i | i | i | i | i | i | 6.29* | i
